CIT2 TOR yeast: modulators of CIT2-GFP expression in yeast, primary screen, S. cerevisiae, GFP fusion, multiplex flow cytometry, MLPCN library. S. cerevisiae CIT2-GFP strain, 3 h; 100 means same as DMSO wells. GFP response vs DMSO, % at 10 µM. 320,000 tested, 0.065% active. AID 2029, 2009;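 active = GFP response relative to DMSO above a set limit, near the screen mean plus 3 SD, cut at about 150% in these data; inconclusive = Fewer than 70 cells measured for a yeast strain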;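 note: ratio of well median GFP fluorescence to mean of DMSO wells on the plate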
Yeast superoxide: reduction of superoxide in aged yeast, primary screen, HTS | S. cerevisiae aged cells, superoxide DHE fluorescence; hits give low values | superoxide response (% of plate mean), % at 10 µM | 330,000 tested, 0.18% active | AID 2690, 2010;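 active = superoxide response under a set limit, about three screen SD below normal, cut at about 65% in these data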;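 note: yeast aged for seven days with compound at 30 °C before DHE staining; 100% = average MFI of all compound-treated wells on the plate with controls excluded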
AGP1-GFP MLPCN: modulators of AGP1-GFP expression in yeast TOR pathway, primary screen, cell-based, multiplex flow cytometry, S. cerevisiae, MLPCN library | GFP response vs DMSO, % at 10 µM | AID 2066, 2009 | 3 h; GFP as percent of DMSO wells | 320,000 tested, 0.02% active;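 active = GFP response relative to DMSO above a set limit, near screen average plus 3 SD, cut at about 150% in these data; inconclusive = fewer than 70 cells counted for the yeast strain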;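 note: median GFP channel fluorescence of the gated AGP1 strain per well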
VLA-4 inh: inhibition in human VLA-4 binding assay, primary screen, VLA-4 allosteric modulator project, MLPCN library, flow cytometry, VLA-4 expressing cells | Integrin alpha-4 (Homo sapiens), P13612 | ligand binding flow cytometry | inhibition, % (about 7 µM as worked out from the volumes in the protocol) | 330,000 tested, 0.2% active; in the data active = inhibition above about 50%
MEP2-GFP yeast: modulators of MEP2-GFP levels in yeast, primary screen, S. cerevisiae, multiplex flow cytometry, MLPCN library | S. cerevisiae MEP2-GFP strain, 3 h; 100% = DMSO control level | GFP response vs DMSO, % at 10 µM | 330,000 tested, 0.51% active | AID 2016, 2009;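 active = GFP response versus DMSO above a set limit, roughly screen mean plus 3 SD, cut at about 180% in these data; inconclusive = fewer than 70 cells counted for a yeast strain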;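 note: median GFP fluorescence of the barcode-gated MEP2-GFP cells per well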
RPL19A TOR yeast: RPL19A-GFP expression modulators in yeast, primary screen, cell-based, S. cerevisiae, multiplex flow cytometry, MLPCN. AID 2025, 2009. percent response vs DMSO, % at 10 µM. S. cerevisiae RPL19A-GFP strain, 3 h; hits give low values. 330,000 tested, 0.3% active;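 active = percent response vs DMSO below 50%; inconclusive = fewer than 70 events counted for the yeast strain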;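 note: median channel GFP fluorescence of the barcoded RPL19A-GFP strain; ratio of sample median GFP to plate DMSO average so 100% = DMSO; lower means less RPL19A-GFP as with rapamycin TOR inhibition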
GRK2 aptamer HTS: compounds blocking aptamer binding on GRK2 – biochemical, human GRK2, bead flow cytometry, HTS, primary screen; AID 488847, 2010; inhibition of aptamer binding, % at 10 µM; 330,000 tested, 0.59% active; FAM-aptamer displacement from GRK2;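 active = inhibition of aptamer binding above 40%, roughly 3 SD of noise, on plates passing a quality check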;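 note: median bead fluorescence of bound FAM aptamer so fluorescent compounds give negative values; no value below 0 was filed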
Target sequence (P25098 whole entry, looked up): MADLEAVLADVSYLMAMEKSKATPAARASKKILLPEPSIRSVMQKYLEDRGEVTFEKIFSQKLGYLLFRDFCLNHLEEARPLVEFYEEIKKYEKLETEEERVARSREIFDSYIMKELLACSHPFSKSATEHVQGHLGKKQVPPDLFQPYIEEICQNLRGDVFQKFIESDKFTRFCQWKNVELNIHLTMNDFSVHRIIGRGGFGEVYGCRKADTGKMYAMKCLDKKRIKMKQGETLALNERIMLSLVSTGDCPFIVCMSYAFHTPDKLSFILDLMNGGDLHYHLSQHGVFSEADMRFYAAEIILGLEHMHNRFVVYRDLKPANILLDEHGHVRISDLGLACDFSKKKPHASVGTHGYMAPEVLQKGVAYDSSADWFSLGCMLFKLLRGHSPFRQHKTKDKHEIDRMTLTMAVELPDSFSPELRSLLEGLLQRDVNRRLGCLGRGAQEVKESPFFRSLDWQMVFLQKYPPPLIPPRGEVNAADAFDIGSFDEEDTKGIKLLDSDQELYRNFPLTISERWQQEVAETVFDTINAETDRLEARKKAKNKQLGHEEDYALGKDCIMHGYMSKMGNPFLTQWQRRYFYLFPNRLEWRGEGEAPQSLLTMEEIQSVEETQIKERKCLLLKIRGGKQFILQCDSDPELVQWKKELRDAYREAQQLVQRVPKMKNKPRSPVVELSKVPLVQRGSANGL
LAP4 TOR yeast: modulators of LAP4-GFP expression in yeast, primary screen, S. cerevisiae, multiplex flow cytometry, MLPCN library; 3 h; median GFP as percent of DMSO wells; AID 2023, 2009; 320,000 tested, 0.34% active; GFP response vs DMSO, % at 10 µM;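 active = GFP response vs DMSO above a set limit, about the screen mean plus 3 SD, cut at about 150% in these data; inconclusive = under 70 cell events counted for the yeast strain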
Numbers without * were called inactive; u = inconclusive; x = no result given; [ ] = dose if it differs, or a comment.

entry	canonical_smiles	CIT2 TOR yeast	Yeast superoxide	AGP1-GFP MLPCN	VLA-4 inh
1	CCCN(CC(=O)Nc1ccc(C(N)=O)cc1)CC(=O)Nc1cc(Cl)ccc1Cl	x	93	100	6
2	COc1ccc(C(F)(F)F)cc1N/C=C/c1nnnn1-c1ccc(C)cc1	x	96	x	8
3	Fc1ccc2nc3c(nc2c1)CCCC3	98	91	98	-3
4	O=c1[nH]c2ccccc2nc1NCCN1CCOCC1	110	85	102	3
5	O=C(NCC1CCCO1)c1ccc2c(c1)N(Cc1ccccc1)C(=O)CS2 (stereo not drawn)	97	90	102	11
6	Cc1cc(O)c(Sc2ccc(Cl)cc2)c(=O)[nH]1	x	91	x	-1
7	COCCN(C(=O)CCC(=O)Nc1ccccn1)C(C(=O)NC(C)C)c1ccc(C)cc1 (stereo not drawn)	105	100	94	-7
8	Cc1ccc(S(=O)(=O)N(Cc2ccccc2)c2ccccc2C(=O)Nc2ccccc2C(=O)NCc2ccco2)cc1	106	117	107	18

entry	MEP2-GFP yeast	RPL19A TOR yeast	GRK2 aptamer HTS	LAP4 TOR yeast
1	93	95	1	93
2	104	101	1	x
3	103	103	0	95
4	99	101	0	99
5	95	94	0	101
6	106	101	1	x
7	106	101	2	91
8	105	109	0	94

More compounds follow.
entry	canonical_smiles	CIT2 TOR yeast	Yeast superoxide	AGP1-GFP MLPCN	VLA-4 inh
9	CC(C)(C)c1nnc(NC(=O)c2cccnc2Cl)s1	102	106	101	3
10	COc1cc(CNc2nc3ccccc3s2)cc(OC)c1OC	102	86	92	19
11	CCOC(=O)c1[nH]c(C)c(C(=O)OCC(=O)N2CCCCC2C)c1C (stereo not drawn)	94	85	100	61*
12	Cc1onc(-c2ccccc2)c1C(N)=O	90	89	94	-1
13	Cc1ccc2c(c1)C(c1ccc([N+](=O)[O-])cc1)=NNC(c1ccc(Br)cc1)=N2	104	95	101	-18
14	C/C(=N\NC(=O)c1nnn(-c2nonc2N)c1C(C)C)c1cc(C)sc1C	102	107	98	-1
15	CCOCCCNC(=O)C1CCN(S(=O)(=O)c2cc(Br)cc3c2N(C(=O)CC)CC3)CC1	104	100	102	-10
16	CC1(C)OC2C(O1)[C@@H](CO)O[C@H]2n1cnc2c(N)ncnc21 (stereo partly drawn)	96	94	105	-8

entry	MEP2-GFP yeast	RPL19A TOR yeast	GRK2 aptamer HTS	LAP4 TOR yeast
9	102	102	0	90
10	99	95	2	89
11	97	100	3	97
12	106	95	2	95
13	100	105	1	93
14	103	98	0	106
15	98	100	2	98
16	95	95	0	100

Five entries already listed, sorted by SMILES length, lowest first:
entry	canonical_smiles	CIT2 TOR yeast	Yeast superoxide	AGP1-GFP MLPCN	VLA-4 inh
12	Cc1onc(-c2ccccc2)c1C(N)=O	90	89	94	-1
10	COc1cc(CNc2nc3ccccc3s2)cc(OC)c1OC	102	86	92	19
11	CCOC(=O)c1[nH]c(C)c(C(=O)OCC(=O)N2CCCCC2C)c1C (stereo not drawn)	94	85	100	61*
16	CC1(C)OC2C(O1)[C@@H](CO)O[C@H]2n1cnc2c(N)ncnc21 (stereo partly drawn)	96	94	105	-8
13	Cc1ccc2c(c1)C(c1ccc([N+](=O)[O-])cc1)=NNC(c1ccc(Br)cc1)=N2	104	95	101	-18

entry	MEP2-GFP yeast	RPL19A TOR yeast	GRK2 aptamer HTS	LAP4 TOR yeast
12	106	95	2	95
10	99	95	2	89
11	97	100	3	97
16	95	95	0	100
13	100	105	1	93

Remaining list, next part:
entry	canonical_smiles	CIT2 TOR yeast	Yeast superoxide	AGP1-GFP MLPCN	VLA-4 inh
17	O=C(O)CC(Cc1ccc(Cl)cc1)C(=O)NCC12CC3CC(CC(C3)C1)C2 (stereo not drawn)	98	96	99	-18
18	CC(=O)Nc1ccc2c(c1)C(=O)N(C1CCCCC1)C2=O	92	106	x	3
19	Cc1c(C(=O)N2CCCC2)oc2c1-c1nn(CC(=O)NCCCN3CCCCC3)cc1CC2	96	101	100	13
20	CCN=C(Nc1ccc2c(c1)OCO2)SC1CC(=O)N(c2ccc(OC)cc2)C1=O (stereo not drawn)	92	130	97	8
21	Cc1cc(Oc2ccc(Cl)cc2)nc(SCC(=O)c2ccccc2)n1	83	94	114	10
22	Nc1ccc(Br)cc1Br	107	81	99	4
23	COc1ccc(CCc2nc(-c3cccs3)no2)cc1	94	98	98	7
24	O=C(c1cccc([N+](=O)[O-])c1)N1CC2C3C=CC(C3)C2C1 (stereo not drawn)	108	101	105	-4

entry	MEP2-GFP yeast	RPL19A TOR yeast	GRK2 aptamer HTS	LAP4 TOR yeast
17	105	104	1	95
18	91	92	0	95
19	101	99	0	97
20	102	100	0	100
21	91	96	1	103
22	103	100	0	97
23	101	102	0	106
24	119	102	0	108

New compounds follow:
entry	canonical_smiles	CIT2 TOR yeast	Yeast superoxide	AGP1-GFP MLPCN	VLA-4 inh
25	O=C(NCC1CCCO1)c1ccc(NS(=O)(=O)c2cccc([N+](=O)[O-])c2)cc1 (stereo not drawn)	99	94	98	7
26	CCOc1ccc(OCCC(=O)NNC(=O)c2ccncc2)cc1	u	105	24[may fluoresce violet]	15
27	c1ccc2c(c1)OCc1cn[nH]c1-2	92	98	100	3
28	Cc1ccc(NS(=O)(=O)c2cc(C(=O)O)ccc2Cl)cc1	90	94	95	2
29	COc1ccccc1C(=O)NCCSCc1c(F)cccc1Cl	91	101	89	2
30	O=C(CN1CCN(Cc2ccccc2Cl)CC1)N=Nc1c(O)[nH]c2ccccc12	95	93	96	2
31	Cc1ccc(NC2CCCN(C(=O)c3c(C)noc3C)C2)cc1C (stereo not drawn)	98	96	105	11
32	COCCCN1C(=O)N(c2ccccc2)C(=O)C1CC(=O)Nc1ccccc1 (stereo not drawn)	100	116	93	-1

entry	MEP2-GFP yeast	RPL19A TOR yeast	GRK2 aptamer HTS	LAP4 TOR yeast
25	101	105	2	92
26	161[may fluoresce violet]	87[may fluoresce violet]	3	85[may fluoresce violet]
27	91	101	1	107
28	88	93	3	x
29	105	102	0	95
30	88	95	2	93
31	105	104	2	99
32	97	97	3	92

(cont.)
entry	canonical_smiles	CIT2 TOR yeast	Yeast superoxide	AGP1-GFP MLPCN	VLA-4 inh
33	Cc1cc(NC(=O)Nc2ccccc2Cl)no1	105	98	97	-1
34	CC(NC(=O)C(C(=O)c1cccc([N+](=O)[O-])c1)n1cc(Cl)ccc1=O)c1ccccc1 (stereo not drawn)	99	98	99	13
35	CC(C)(C)c1ccc(OCC(=O)NNC(=O)Nc2ccccc2)cc1	97	106	92	4
36	CCCCc1cc(=O)oc2cc(C)cc(OCC(=O)NCC3CCC(C(=O)O)CC3)c12 (stereo not drawn)	101	86	100	7
37	CCN(CC)S(=O)(=O)c1ccc2oc(C(=O)O)c(C)c2c1	110	111	107	-7
38	CC(/C=N/NC(=O)Cn1cnc2c1c(=O)n(C)c(=O)n2C)=C\c1ccccc1	95	98	99	23
39	Cc1nn(-c2ccccc2)c(C)c1/C=N/NC(=O)c1cc(C23CC4CC(CC(C4)C2)C3)[nH]n1	99	87	105	25
40	C=CCn1c(SCC#N)nc2sc(CC)cc2c1=O	99	98	109	0

entry	MEP2-GFP yeast	RPL19A TOR yeast	GRK2 aptamer HTS	LAP4 TOR yeast
33	108	104	0	86
34	98	100	0	89
35	130	96	0	96
36	102	98	0	105
37	102	101	2	102
38	96	95	3	95
39	101	102	0	103
40	100	104	0	107

New compounds follow
entry	canonical_smiles	CIT2 TOR yeast	Yeast superoxide	AGP1-GFP MLPCN	VLA-4 inh
41	Cc1cc(C)cc(CC(Cc2nc3ccccc3[nH]2)c2nc3ccccc3[nH]2)c1 (stereo not drawn)	96	94	98	7
42	O=C(c1cc2ccccc2oc1=O)N(c1ccccc1)C1C=CS(=O)(=O)C1 (stereo not drawn)	115	100	105	6
43	Cc1cc(/C=N\NC(=O)CC(=O)NC2CCCCC2)c(C)n1-c1ccc(Cl)cc1	106	106	105	10
44	CCc1ccc(N2CC(C(=O)Nc3ccc(S(=O)(=O)N4CCOCC4)cc3)CC2=O)cc1 (stereo not drawn)	97	101	112	-1
45	CCOc1ccc(C(Nc2cccnc2)c2cc(Cl)c3cccnc3c2O)cc1 (stereo not drawn)	70	90	75	-6
46	CCCC(=O)N1CCN(c2ccc(NC(=O)C(C)(C)C)cc2Cl)CC1	81	98	85	9
47	COCCCn1ccc(O)c(Cc2ccc(F)cc2)c1=O	102	101	107	-5
48	COc1ccc(NC(=O)c2ccc3c(=O)n4c(nc3c2)CCCCC4)cc1	104	90	102	4

entry	MEP2-GFP yeast	RPL19A TOR yeast	GRK2 aptamer HTS	LAP4 TOR yeast
41	100	95	2	96
42	107	108	1	92
43	108	100	0	99
44	100	98	7	104
45	93	70	0	224*
46	95	92	4	96
47	102	104	0	101
48	112	104	5	111

The results go on:
entry	canonical_smiles	CIT2 TOR yeast	Yeast superoxide	AGP1-GFP MLPCN	VLA-4 inh
49	Cn1c2c(c(=O)n(C)c1=O)C(c1ccc(Br)cc1)Nc1ccccc1O2 (stereo not drawn)	101	102	103	x
50	CCCCC[C@H](O)/C=C/[C@H]1CCC(=O)[C@@H]1CCCCCCC(=O)N1CCCCC1CO (stereo partly drawn)	98	94	92	9
51	CC(=O)NCCc1nc2cc(NS(=O)(=O)c3ccccc3)ccc2n1C	97	98	91	4
52	CC(=O)c1ccccc1C(=O)NCc1cccnc1	103	84	93	-3
53	Cc1cc(N2CCCCCC2)nc(-c2ccccc2O)n1	96	98	94	4
54	Cc1ccc2cc(C(c3nnnn3C3CCCC3)N(Cc3cccnc3)Cc3ccco3)c(=O)[nH]c2c1 (stereo not drawn)	102	102	107	7
55	N/C(=N\OC(=O)c1cccs1)c1ccc(Cl)cc1	97	114	87	-2
56	N#Cc1c2n(c(=S)n(-c3ccc(OC(F)F)cc3)c1=O)CCCCC2	93	90	87	6

entry	MEP2-GFP yeast	RPL19A TOR yeast	GRK2 aptamer HTS	LAP4 TOR yeast
49	104	107	2	112
50	110	104	0	99
51	95	98	0	89
52	86	89	1	84
53	102	96	1	96
54	100	99	0	96
55	98	98	0	126
56	111	113	0	93

Additional records follow.
entry	canonical_smiles	CIT2 TOR yeast	Yeast superoxide	AGP1-GFP MLPCN	VLA-4 inh
57	CC1=CC(C)C2C(=O)N(O)C(=O)C2C1 (stereo not drawn)	109	91	110	-2
58	COc1ccc(NC(=O)CCC(=O)Nc2nnc(C3CCCCC3)s2)cc1	110	112	108	13
59	Cc1cc(C)c(C#N)c(SCC(O)COc2ccc(Br)cc2)n1 (stereo not drawn)	96	109	90	-2
60	Cc1ccc(C)c(C(C)NC(=O)C2CC=CCC2C(=O)O)c1 (stereo not drawn)	92	144	100	-6
61	CCN(CC)CC(=O)Nc1cccc2c1C(=O)c1ccccc1C2=O	118	184	107	20
62	Cc1ccccc1NC(=S)N(Cc1ccccc1)Cc1cccs1	96	93	98	3
63	COc1ccc(/C=C/C(=O)NCC(=O)N=Nc2c(O)[nH]c3ccc([N+](=O)[O-])cc23)cc1	109	100	109	7
64	CCOC(=O)[C@@H]1[C@H]2COc3cc(OC)ccc3[C@H]2N2C(=O)N(c3ccc(Br)cc3)C(=O)[C@]12C	93	85	102	28

entry	MEP2-GFP yeast	RPL19A TOR yeast	GRK2 aptamer HTS	LAP4 TOR yeast
57	100	104	7	105
58	117	109	0	100
59	101	105	2	119
60	97	100	0	99
61	102	103	2	104
62	95	99	1	99
63	103	107	2	102
64	97	100	4	97

Bioassay records: PubChem, NMMLSC
